# Screening data deposited in PubChem BioAssay by several laboratories.
# TNAP inh hi DEA – inhibitors of human TNAP at high phosphate acceptor concentration; P05186; purified TNAP, CDP-star luminescence, 1 M DEA; inhibition, % at 20 µM; 0.03% of 200,000 active;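 active = over 50% inhibition of tissue-nonspecific alkaline phosphatase at 20 µM in the single-dose screen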;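 note: plate controls were DMSO wells for no effect and EDTA-quenched wells as full inhibition for full effect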
# Target sequence (P05186 whole entry, looked up): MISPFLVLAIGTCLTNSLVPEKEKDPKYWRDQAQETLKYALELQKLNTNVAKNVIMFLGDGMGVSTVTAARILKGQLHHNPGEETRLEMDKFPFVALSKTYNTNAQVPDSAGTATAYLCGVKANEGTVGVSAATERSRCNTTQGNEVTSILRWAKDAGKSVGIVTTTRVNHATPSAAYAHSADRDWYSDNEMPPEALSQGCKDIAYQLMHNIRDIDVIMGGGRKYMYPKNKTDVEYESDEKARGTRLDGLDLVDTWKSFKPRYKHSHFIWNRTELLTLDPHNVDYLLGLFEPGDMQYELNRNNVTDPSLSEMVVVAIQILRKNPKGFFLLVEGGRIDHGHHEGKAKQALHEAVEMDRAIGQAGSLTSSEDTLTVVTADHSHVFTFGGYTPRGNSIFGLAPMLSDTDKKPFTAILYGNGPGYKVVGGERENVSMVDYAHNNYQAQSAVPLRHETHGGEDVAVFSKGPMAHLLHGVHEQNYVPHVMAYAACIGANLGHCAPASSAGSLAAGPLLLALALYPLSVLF
# bIAP act – increases bovine intestinal alkaline phosphatase activity; purified bovine IAP, CDP-star luminescence, 30 min; active compounds read high; fold of DMSO-control signal, blank-subtracted; activation factor at 20 µM; 0.17% of 200,000 active;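 active = activation factor of 2 or more at 20 µM, a signal rise over negative controls twice the positive control's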
# TNAP act hi DEA – increases human TNAP activity under high phosphate acceptor concentration | P05186 | purified TNAP, CDP-star luminescence, 1 M DEA, 30 min; active compounds read high; 0 = EDTA background, 1 = DMSO-only activity | activation factor at 20 µM | 200,000 tested, under 10 active | AID 1136;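 active = activation factor at least 2 at 20 µM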
#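 system = human TNAP | amount = enzyme diluted 1/800 final | reagent = 100 µM CDP-star substrate | signal = luminescent substrate turnover signal | dosing = one dose, 20 µM | benchmarks = EDTA negative control, DMSO positive control | measure = activation factor | timing = 30 min reaction, room temperature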
# HMGR II inh – E. faecalis class II HMG-CoA reductase inhibition; purified E. faecalis HMGR, NADPH absorbance 340 nm kinetic; inhibition, % at 10 µM; 0.41% of 190,000 active;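 active = inhibition above a set limit, the median over all tested compounds plus 3 SD, cut at about 9.5% in these data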;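 note: enzyme runs in reverse so mevalonate oxidation gives rising NADPH absorbance; 0% = complete reaction with DMSO and 100% = background rate lacking mevalonate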
# PPARg SRC-1 ag – agonists of human PPARgamma SRC-1 coactivator recruitment | P37231 | PPARgamma-SRC-1 coactivator recruitment biochemical assay | activation, % at 8 µM | 0.41% of 200,000 active | AID 631; in the data active = activation above about 19%;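 note: 0% = DMSO and 100% = reference agonist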
# Target sequence (P37231 whole entry, looked up): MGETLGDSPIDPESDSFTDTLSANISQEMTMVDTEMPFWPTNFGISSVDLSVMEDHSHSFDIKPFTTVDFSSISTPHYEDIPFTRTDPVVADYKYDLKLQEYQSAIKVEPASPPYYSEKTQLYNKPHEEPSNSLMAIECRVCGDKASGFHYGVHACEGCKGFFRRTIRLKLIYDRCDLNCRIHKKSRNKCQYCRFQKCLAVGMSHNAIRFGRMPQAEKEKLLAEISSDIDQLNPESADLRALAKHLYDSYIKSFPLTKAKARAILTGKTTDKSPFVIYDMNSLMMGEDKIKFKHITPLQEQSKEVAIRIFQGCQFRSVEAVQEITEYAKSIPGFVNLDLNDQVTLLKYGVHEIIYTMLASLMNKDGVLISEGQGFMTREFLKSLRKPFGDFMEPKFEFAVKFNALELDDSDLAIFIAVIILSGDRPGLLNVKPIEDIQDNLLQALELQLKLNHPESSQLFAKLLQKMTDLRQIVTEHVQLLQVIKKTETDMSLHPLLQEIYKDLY
# TNAP inh noacc – TNAP (human) inhibition, acceptor-free conditions; P05186; 0.26% of 200,000 active; inhibition, % at 20 µM; purified TNAP, CDP-star luminescence, 30 min;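 active = tissue-nonspecific alkaline phosphatase inhibition above about 50% at 20 µM in the single-dose screen, limit read from the data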;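 note: 0% = DMSO negative control and 100% = EDTA positive control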
# PPARg SRC-2 ag – PPARgamma-driven SRC-2 recruitment agonism; PPARgamma LBD-SRC-2 recruitment, biochemical; activation, % at 8 µM; 0.34% of 200,000 active; AID 1032; in the data active = activation above about 22%;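 note: 0% = vehicle and 100% = reference agonist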
# TR-FRET SRC-2 ct – counter-screen for PPARgamma SRC-2 recruitment agonists: TR-FRET artefact; active compounds read high; TR-FRET ratio at 8 µM; 0.4% of 200,000 active; in the data active = TR-FRET ratio above about 2000; note: inactives centre near 1500
# PPARg SRC-3 ag – PPARgamma-driven SRC-3 recruitment agonism; P37231; biochemical PPARgamma/SRC-3 coactivator recruitment assay; activation, % at 8 µM; 0.26% of 200,000 active; AID 731; in the data active = activation above about 23%;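 note: 0% = DMSO and 100% = reference agonist; some compounds past the cut are filed as inactive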
# bIAP inh – intestinal alkaline phosphatase (bovine) inhibition; 190,000 tested, under 10 active; inhibition, % at 20 µM; purified bovine IAP, CDP-star luminescence, 30 min;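 active = over 50% inhibition of intestinal alkaline phosphatase at 20 µM in the single-dose screen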
#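 Incubation: 30 min reaction at room temperature / Material: purified bovine intestinal alkaline phosphatase (IAP) enzyme / Input: enzyme at 1/65,000,000 dilution / Dosing: 20 µM single dose / Signal: CDP-star luminescence signal / Reagent: CDP-star chemiluminescent phosphatase substrate, 30 µM final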
# An asterisk follows results filed as active; nt = not tested or not shown.
SMILES,TNAP inh hi DEA,bIAP act,TNAP act hi DEA,HMGR II inh,PPARg SRC-1 ag,TNAP inh noacc,PPARg SRC-2 ag,TR-FRET SRC-2 ct,PPARg SRC-3 ag,bIAP inh
COCCCNC(=O)CCCn1c(=O)c2ccccc2n(Cc2cccc([N+](=O)[O-])c2)c1=O,-4,0.9,1,0,5,-8,-4,1678,1,6
N=c1c(C(=O)NCc2ccc(F)cc2)cc2c(=O)n3ccccc3nc2n1Cc1cccnc1,-3,0.9,1,-2,-1,3,8,1646,-2,6
CC(=C\C(=O)O)/C(=C/c1ccccc1)C(=O)O,-4,1.1,1,0,-3,-6,10,1592,4,-7
COCCN(C(=O)c1csnn1)C(C(=O)NC1CCCCC1)c1cccs1 (stereo not drawn),-7,1,1.1,-2,-16,-16,-11,1464,-6,1
N#CCCN(C(=O)COC(=O)c1ccc2c(=O)n3c(nc2c1)CCC3)c1ccccc1,-4,1.2,1,-2,-4,-4,5,1404,5,-17
Cc1ccc(S(=O)(=O)Nc2ccc(N=Nc3ccc(O)cc3)cc2)cc1,36,0.9,0.6,1,0,26,-1,1422,-4,12
COC(=O)c1ccccc1-c1ccc(C(c2c(C)[nH][nH]c2=O)c2c(C)[nH][nH]c2=O)o1,14,1.2,0.9,-1,1,-4,-3,1272,-5,-22
NC(=S)c1ccc(C(N)=S)o1,-5,0.9,1,0,6,10,-1,1513,1,11
CN(c1cccc(NC(=O)c2ccc(N(C)S(=O)(=O)c3ccccc3)cc2)c1)S(C)(=O)=O,-5,0.8,1,-6,-2,-12,1,1613,3,22
CCOC(=O)C1CCN(C(=O)C2CCN(c3nc4ccc(OC)cc4s3)CC2)CC1,0,1,1,-2,7,4,4,1459,-2,3
CC(C)(C)NC(=O)c1ccc2c(c1)C(=O)N(C1CCCCC1)C2=O,1,0.9,1,0,-6,-2,0,1327,-6,10
CN(C)S(=O)(=O)c1ccc(C(=O)NCc2ccco2)cc1,-7,1,1.1,-2,0,-5,1,1706,4,-5
CC(=O)c1c(N2CCN(c3ccc(F)cc3)CC2)nc(=S)n(-c2ccccc2)c1C,-1,0.9,1,-2,6,-6,0,1495,3,15
COc1ccc(N2CC(O)(c3ccc(OC(F)F)cc3)[N+]3=C2CCCC3)cc1 (stereo not drawn),-1,1.2,1,1,5,-7,5,1557,5,-24
CCOCCCNC(=O)C(NC(=O)c1ccccn1)c1ccc(C)cc1 (stereo not drawn),0,0.9,1,-8,2,-1,-1,1552,-1,6
Cn1c(CCc2ccccc2)nnc1SCC(=O)N1CCOCC1,-1,1,1,1,2,-1,6,1481,-7,2
CCOc1cc(/C=N/NC(=O)C(=O)NCCCOC(C)C)cc(Br)c1O,2,1,1,-9,10,0,7,1630,0,2
CCOC(=O)c1c(C)oc2c1c(CN1CCN(C(=O)OCC)CC1)c(O)c1ccccc12,3,1.2,1,-3,6,-9,3,1668,5,-15
COc1ccc(N2CC(O)(c3ccc(C)cc3)[N+]3=C2CCCC3)cc1 (stereo not drawn),-5,1.1,1.1,-4,0,-16,4,1697,4,-7
O=C(Cn1c(NCCCO)nc2ccccc21)c1cccc(Br)c1,-6,1,1.1,-1,3,2,2,1472,3,2
COc1ccc(NC(=O)Cn2nnc(-c3ccccc3NC(=O)c3cccs3)n2)cc1,-8,0.9,1.1,0,-8,-7,-5,1388,-7,11
COc1ccc(/C=N/N2C(=O)c3ccccc3C2=O)cc1,-5,1,1.1,-4,0,-5,-10,1337,-3,-3
O=C(CCNC(=O)c1ccccc1Cl)Nc1nccs1,-1,0.9,1,2,2,-10,6,1639,4,8
Cc1nnc(SCC(=O)NC(=O)NCc2ccco2)s1,-1,1.1,1,-3,3,-10,0,1693,0,-15
CC(C)N(CCc1ccncc1)C(=S)Nc1cccc(Cl)c1,-5,0.9,1.1,0,-1,-7,-7,1538,-1,6
# Carrying on:
SMILES,TNAP inh hi DEA,bIAP act,TNAP act hi DEA,HMGR II inh,PPARg SRC-1 ag,TNAP inh noacc,PPARg SRC-2 ag,TR-FRET SRC-2 ct,PPARg SRC-3 ag,bIAP inh
COC(=O)c1sccc1NC(=S)N(C)C1CCCCC1,-5,0.9,1,-3,8,-8,14,1746,7,12
C/C(=N\NC(=O)COc1cccc(Cl)c1)c1ccc2c(c1)OCCO2,2,0.9,1,-3,-6,-2,2,1547,-1,12
CC(C)[C@H](NC(=O)NCc1ccc(Cl)cc1)C(=O)O,-4,0.9,1,0,-6,-4,-4,1430,12,7
Cc1nc2ccc(Br)cn2c(=O)c1Cl,-2,0.9,1,0,-1,6,0,1401,6,12
CCOC(=O)N1CCC(N2C(=O)c3ccccc3C2Nc2cc(Cl)c(OC)cc2OC)CC1 (stereo not drawn),-5,1,1.1,-1,3,-5,6,1668,8,-2
COc1cccc(NC(=O)COc2nc3ccccc3nc2C)c1,0,1.4,1,4,2,-5,2,1533,1,-40
CCOc1ncccc1C(=O)Nc1ccc(OC)c(S(=O)(=O)N2CCCCC2)c1,4,0.9,1,-6,1,-2,-5,1523,0,7
CCOC(=O)C(NC(=O)c1cccnc1)(Nc1cccc(C)n1)C(F)(F)F (stereo not drawn),2,0.9,1,-4,-4,-6,-6,1532,7,8
Cc1nc2ccccc2c(=O)n1NC(=O)Cc1ccc([N+](=O)[O-])cc1,0,1,1,1,-4,-6,-3,1454,-1,-1
Cc1ccnc(NC(=O)Nc2cccc(F)c2)n1,-2,1.1,1,-1,-1,-3,1,1382,0,-13
O=S(=O)(CCc1nc2ccccc2[nH]1)c1ccc(Cl)cc1,-1,1,1,-3,-7,4,-8,1372,0,3
COc1cccc(C(=O)N2CCN(Cc3cn[nH]c3-c3ccc(F)cc3F)CC2)c1,-7,0.9,1.1,1,6,65*,12,1676,4,8
COc1ccc(/C=C/C(=O)NC(=S)N2CCSCC2)cc1,-3,1,1,-1,1,-5,8,1674,7,-5
COc1cc(NC(=O)c2cnn3c(C(F)F)cc(C4CC4)nc23)c(OC)cc1Cl,-5,0.9,1,-6,0,-1,4,1455,2,7
Clc1cccc(N/N=C/c2ccncc2)c1,0,1,1,0,-1,-10,10,1594,4,2
COc1ccc(N2CCN(C(=O)c3cccc(N4C(=O)C5CC=CC(C)C5C4=O)c3)CC2)cc1 (stereo not drawn),2,0.1,1,3,-2,-3,6,1573,5,nt
CCOC(=O)Cc1cc(=O)n2[nH]c(C)cc2n1,-4,0.9,1,-2,-3,-5,-2,1566,-2,12
O=c1c2ccccc2c(-c2ccc(O)cc2)nn1-c1cccc(C(F)(F)F)c1,3,0.8,1,1,10,-3,0,1533,-3,21
O=C1C2C3C=CC(C2C(=O)N1c1cccc(O)c1)C1C2C(=O)N(c4cccc(O)c4)C(=O)C2C31 (stereo not drawn),-9,1.1,1.1,-4,6,0,3,1625,4,-8
CCOC(=O)c1cnc2cc(C)nn2c1C,-7,0.9,1.1,-4,0,-17,-4,1442,1,13
O=C(NNc1nc2ccccc2s1)c1ccccc1F,-4,1.4,1,-14,-10,-193,-9,1379,1,-43
CCOC(=O)c1sc2nc(CC(=O)OC)nc(NCCN(CC)CC)c2c1C,-1,0.9,1,-3,4,-14,8,1587,0,5
CCCn1c(C2CC(=O)N(c3ccc(C)cc3)C2)nc2ccccc21 (stereo not drawn),-6,1,1.1,3,2,-11,2,1564,-8,4
CCCN1CCN(C(=S)Nc2ccc([N+](=O)[O-])cc2)CC1,11,1.1,0.9,-2,3,10,5,1558,3,-9
COC(=O)c1cn(C(=O)c2ccco2)c2ccccc12,-6,0.9,1.1,-1,6,-6,0,1651,5,11

# Exported tab-delimited: 11 of the compounds above
mol	TNAP inh hi DEA	bIAP act	TNAP act hi DEA	HMGR II inh	PPARg SRC-1 ag	TNAP inh noacc	PPARg SRC-2 ag	TR-FRET SRC-2 ct	PPARg SRC-3 ag	bIAP inh
COCCCNC(=O)CCCn1c(=O)c2ccccc2n(Cc2cccc([N+](=O)[O-])c2)c1=O	-4	0.9	1	0	5	-8	-4	1678	1	6
N=c1c(C(=O)NCc2ccc(F)cc2)cc2c(=O)n3ccccc3nc2n1Cc1cccnc1	-3	0.9	1	-2	-1	3	8	1646	-2	6
CC(=C\C(=O)O)/C(=C/c1ccccc1)C(=O)O	-4	1.1	1	0	-3	-6	10	1592	4	-7
COCCN(C(=O)c1csnn1)C(C(=O)NC1CCCCC1)c1cccs1 (stereo not drawn)	-7	1	1.1	-2	-16	-16	-11	1464	-6	1
N#CCCN(C(=O)COC(=O)c1ccc2c(=O)n3c(nc2c1)CCC3)c1ccccc1	-4	1.2	1	-2	-4	-4	5	1404	5	-17
Cc1ccc(S(=O)(=O)Nc2ccc(N=Nc3ccc(O)cc3)cc2)cc1	36	0.9	0.6	1	0	26	-1	1422	-4	12
COC(=O)c1ccccc1-c1ccc(C(c2c(C)[nH][nH]c2=O)c2c(C)[nH][nH]c2=O)o1	14	1.2	0.9	-1	1	-4	-3	1272	-5	-22
NC(=S)c1ccc(C(N)=S)o1	-5	0.9	1	0	6	10	-1	1513	1	11
CN(c1cccc(NC(=O)c2ccc(N(C)S(=O)(=O)c3ccccc3)cc2)c1)S(C)(=O)=O	-5	0.8	1	-6	-2	-12	1	1613	3	22
CCOC(=O)C1CCN(C(=O)C2CCN(c3nc4ccc(OC)cc4s3)CC2)CC1	0	1	1	-2	7	4	4	1459	-2	3
CC(C)(C)NC(=O)c1ccc2c(c1)C(=O)N(C1CCCCC1)C2=O	1	0.9	1	0	-6	-2	0	1327	-6	10

# Continued.
SMILES,TNAP inh hi DEA,bIAP act,TNAP act hi DEA,HMGR II inh,PPARg SRC-1 ag,TNAP inh noacc,PPARg SRC-2 ag,TR-FRET SRC-2 ct,PPARg SRC-3 ag,bIAP inh
COC(CNC(=O)c1cc(C)nn1-c1ccccc1)OC,-2,1,1,-7,6,-8,-7,1320,8,4
CC(=O)Nc1cc(C(C)(C)C)c(O)c(C(C)(C)C)c1,-2,1,1,1,2,-5,-6,1368,-2,-1
Cc1c(C(=O)NC(C(C)C)C(C)C)cccc1[N+](=O)[O-],-6,1,1.1,-6,2,-8,2,1710,1,-3
CCCNC(=O)NS(=O)(=O)c1cnccc1Sc1ccc(Cl)cc1,-4,1,1,1,3,1,-10,1571,-5,3
O=C(COc1ccc(Cl)cc1)NCc1nnc(SCC(=O)Nc2ccccc2)o1,-4,1,1,-6,4,-10,7,1527,5,2
CC(NC(=O)Nc1ccc([N+](=O)[O-])cc1)C(c1ccccc1)N1CCOCC1 (stereo not drawn),-3,1.3,1,2,-6,-9,1,1334,-2,-30
Cc1cccc(NCc2nc(SCC(N)=O)n[nH]2)c1,-3,1,1,-2,4,0,6,1617,7,3
O=C(c1cnc(N2CCN(c3ncccn3)CC2)c2ccccc12)N1CCN(c2ccccn2)CC1,-4,1,1,0,-4,-1,-4,1512,4,-3
CCOC(=O)c1oc2ccccc2c1CN1CCN(c2ccccc2)CC1,-2,1.1,1,-1,6,-3,-3,1461,0,-6

# Random draw from the library. Share with any hit: about 1.6%.
